Compound activity: PubChem BioAssay, National Center for Advancing Translational Sciences (NCATS)
GAA glycogen – qHTS Assay for Inhibitors and Activators of Human alpha-Glucosidase Cleavage of Glycogen | 300,000 compounds, 0.38% hits | AID 2100, 2009 | Lysosomal alpha-glucosidase (Homo sapiens), P10253 | recombinant GAA, glycogen substrate, Amplex Red glucose oxidase fluorescence | Potency, µM (titrated, usually from 76.4 µM), without a hit: at the top dose activity change, negative = inhibition, most hits filed as inhibitors; active = well fitted inhibition curve with a large enough effect; inconclusive = small, poorly fitted or top-dose-only effect, or another doubt; inactive = no such curve, though single readings can be large or run the other way;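 also: 0% = full enzyme reaction and -100% = no-enzyme basal signal; the screen sought inhibitors and activators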
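Recombinant human enzyme (4 nM); glycogen substrate; 37 C, 40 min, pH 5.0. Readout: coupled glucose oxidase/Amplex Red fluorescence.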
Numbers without * were called inactive; ? = inconclusive; & = joins results of further samples; [ ] = another dose, or the depositor's remark. Potency is read from the fitted curve at half-maximal effect.

GAA glycogen | Structure
-13%[76.3 µM] | O=C(Nc1cccc(NC(=O)c2cccc([N+](=O)[O-])c2)n1)c1cccc([N+](=O)[O-])c1
-1%[76.3 µM] | O=C(NNC(=O)C1CC=CCC1)c1ccccc1Cl (configuration not stated)
2% | COc1ccccc1NC(=O)CSC1=NC(=O)C(Cc2ccccc2)C(=O)N1 (configuration not stated)
2% | CC(=O)c1ccc(OCC(O)CN(C)CCOc2ccc(Br)cc2)cc1 (configuration not stated)
-3% | O=c1c2ccccc2cnn1Cc1ccc(Cl)c(Cl)c1
0%[76.3 µM] | CC(=O)N1CCN(S(=O)(=O)c2cccc(C(=O)Nc3ccc(C)cn3)c2)CC1
-4%[76.3 µM] | CCc1nnc(NC(=O)CCC(=O)N2CCC(Cc3ccccc3)CC2)s1
-5%[76.3 µM] | Cc1cccc(C(=O)OCN2C(=O)c3ccccc3C2=O)c1[N+](=O)[O-]
-4% | COc1ccc(-c2c(NCCc3ccccc3)c(=O)c2=O)cc1
1%[76.3 µM] | CSc1ccccc1NC(=O)C1=COCCO1
-3% | COc1ccc(CN(CC(=O)NCCc2ccccc2)C(=O)CCC(=O)Nc2ccccn2)cc1
-11%[76.3 µM] | COCCNc1ccc(-c2nc(-c3ccccn3)no2)cc1[N+](=O)[O-]
19%[76.3 µM] | CCCn1c2ccccc2c2cnn(CC(=O)N3CCCC(C)C3)c(=O)c21 (configuration not stated)
-3%[76.3 µM] | CCOC(=O)c1c(NC(=O)COC(=O)c2ccccc2NC)sc(C(=O)N(C)C)c1C
5%[76.3 µM] | CC(=O)Nc1ccc(NS(=O)(=O)c2c(C)nc3sccn3c2=O)cc1
16%[76.3 µM] | CCOC(=O)N1CCC2(CC1)OC(=O)C(C)=C2C(=O)NCc1cccc(F)c1
1%[76.3 µM] | CCCCc1nc2cc(C(=O)NCc3cn(C)nc3C)ccc2o1
5% | CCCc1cc(=O)oc2cc(OCC(=O)N3CCOCC3)c(Cl)cc12
6%[76.3 µM] | COc1ccc(CC(=O)N2CCN(c3ccccc3F)CC2)cc1OC
15%[76.3 µM] | CCc1ccccc1N(C)C(=O)C1CCCN(c2ncnc3c2nc2n3CCCCC2)C1 (configuration not stated)
-3%[76.3 µM] | COc1cc(C(=O)Nc2nnc(SCC(=O)NCC3CCCO3)s2)cc(OC)c1OC (configuration not stated)
-8%[76.3 µM] | COc1ccc(/C(C)=N/NC(=O)CNC(=O)C(c2ccccc2)c2ccccc2)c(OC)c1
-3% | O=C(O)CC(CC(=O)N1CCOCC1)c1ccccc1 (configuration not stated)
-4%[76.3 µM] | CCOC(=O)C1CCN(C(=O)/C(=C/c2ccccc2)NC(=O)c2ccccc2)CC1
-4%&5%[76.3 µM] | Cc1cc2c(cc1S(=O)(=O)CCC(=O)N(C)Cc1ccccc1)OCC(=O)N2
-6% | CC(=O)c1ccc(N2CCN(CC(O)COC(c3ccccc3)c3ccccc3)CC2)cc1 (configuration not stated)
-3%[76.3 µM] | Nc1nnc(SCC(=O)Nc2cccc3ccccc23)s1
-16%[76.3 µM] | O=C(C[C@H]1C(=O)N(CCc2ccccc2)C[C@@H]1Cc1ccccc1)Nc1ccccc1
-8%[76.3 µM] | CC(=O)c1ccc(NC(=O)C2CCN(S(=O)(=O)c3ccc4c(c3)N(C(C)=O)CCO4)CC2)cc1
8% | Cc1ccc(C)c(NC(=O)c2cc(-c3cc(C)ccc3O)n[nH]2)c1
-1%[76.3 µM] | O=C(Nc1ccc(C(=O)NCCCN2CCN(c3ccccc3)CC2)cc1)C1=CSCCO1
-8% | O=C(NCc1ccc(Cl)cc1)N1CCN(S(=O)(=O)c2ccccc2)CC1
11%[76.3 µM] | CN(C)c1ccc(-c2nc(-c3ccccn3)no2)cc1[N+](=O)[O-]
-1% | COCCCN1CC(=O)N2C(c3ccc(C)cc3)c3[nH]c4ccccc4c3C[C@H]2C1=O (some centres not stated)
2% | COc1cc2ccccc2cc1C(=O)Nc1ccccc1Cl
2%[76.3 µM] | O=C(Nc1nnc(S(=O)(=O)N2CCN(c3ccc(F)cc3)CC2)s1)c1ccco1
-20%[76.3 µM] | Cc1ccc(-c2c(C(=O)N/N=C/C3CCCCC3)nnn2-c2nonc2N)cc1
-8% | CCOC(=O)COc1ccc2c(c1)c(C(C)=O)c(C)n2-c1ccccc1
-14%[76.3 µM] | COc1ccc(S(=O)(=O)CC(=O)c2cc3cc(Br)ccc3oc2=O)cc1
7%[76.3 µM] | CC(C)C[C@H](N)C(=O)N1CCC(C(=O)N[C@H](C(=O)NCc2ccc(F)cc2)C(C)C)CC1
22%[76.3 µM] | O=C(Nc1ccc(F)c(Cl)c1)c1cccnc1
-20%[76.3 µM] | O=C(CN1C(=O)S/C(=C\c2ccccc2Cl)C1=O)NCCCn1ccnc1
7% | CCOc1cc(-c2nccc3cc(OC)c(OC)cc23)cc(OCC)c1OCC
-16%[76.3 µM] | NCCc1nnc(SCC(=O)Nc2cccc(Cl)c2)o1
15%[76.3 µM] | CC(=O)c1ccccc1OCCCCN1CCCCC1
-10%[76.3 µM] | Cc1c(OCC(=O)N2CCC[C@@H]2C(=O)O)ccc2c3c(c(=O)oc12)CCC3
-1%[76.3 µM] | CC(C)Cc1nnc(NC(=O)CCC(=O)N2CCN(c3ccc(Cl)cc3)CC2)s1
6%[76.3 µM] | O=C(/C=C/c1ccc(F)cc1)Nc1nc2n(n1)C(c1ccc(Cl)cc1)C=C(c1ccccc1)N2 (configuration not stated)
1%[76.3 µM] | COc1ncccc1C(=O)N1CCC(n2nccc2NC(=O)CC(C)C)CC1
0% | COc1ccc(C(CC(=O)O)N2Cc3ccccc3C2=O)cc1OC (configuration not stated)
-5%[76.3 µM] | Cc1ccc(CNC(=O)CCCN2C(=O)c3cccnc3Oc3ccc(Cl)cc32)cc1
2%[76.3 µM] | COc1cccc(COC(=O)c2c(C)nn(-c3ccccc3)c2Cl)c1OC
-4% | COc1ccc(C2C(C(C)=O)=C(C)Nc3ncnn32)c(OC)c1OC (configuration not stated)
11%[76.3 µM] | Cc1ccc(-n2c(=O)c3oc4ccccc4c3n(CC(=O)Nc3ccc(F)c(Cl)c3)c2=O)cc1C
22%[76.3 µM] | CCCCc1nc2cc(C(=O)N3CCC(O)CC3)ccc2o1
0%[76.3 µM] | O=C(Nc1c(C(=O)N2CCOCC2)oc2ccccc12)c1cccc([N+](=O)[O-])c1
6%[76.3 µM] | CCc1ccccc1NC(=O)N1CCCc2ccccc21
16%[76.3 µM] | CC(C)C(=O)Nc1ccc2nc(SCCOc3ccccc3)sc2c1
0% | CCN(CC)S(=O)(=O)c1cccc(NC(=O)CCNC(=O)c2ccccc2Cl)c1
-3% | Cc1ccc2c(c1)c1n[nH]c(=S)nc1n2CCc1ccccc1

(further entries)
GAA glycogen | Structure
-1%[76.3 µM] | CC(OC(=O)/C(C#N)=C/c1ccc(N(C)C)cc1)C(=O)N(C)Cc1ccccc1 (configuration not stated)
8%[76.3 µM] | CC(C)Cn1c(=O)c2sccc2n2c(CCCC(=O)NCc3ccccc3Cl)nnc12
-3% | COCCCNC(=O)/C(C#N)=C/c1c(N2CCN(c3cccc(Cl)c3)CC2)nc2c(C)cccn2c1=O
-5%[76.3 µM] | CCC(=O)Nc1ccc(Cl)c(-c2nc3ccccc3[nH]2)c1
-1% | CC(C)C(OC(=O)c1ccco1)C(=O)NCc1ccc2c(c1)OCO2 (configuration not stated)
5%[76.3 µM] | COc1ccc(-c2nc3ccc(NS(=O)(=O)c4ccccc4)cc3o2)cc1
-4%[76.3 µM] | Clc1ccc2nc(COc3ccccc3)[nH]c2c1
1%[76.3 µM] | Cc1ccc(S(=O)(=O)NC(CC(=O)O)c2cccs2)cc1 (configuration not stated)
-1%[76.3 µM] | Cc1cc(S(=O)(=O)N2CCCOC2CNC(=O)C(=O)NCCc2ccco2)ccc1F (configuration not stated)
0%[76.3 µM] | COc1ccc(-c2nc(CS(=O)CC(=O)N3CCN(C)CC3)c(C)o2)cc1 (configuration not stated)
-3%[76.3 µM] | COc1ccc(OCC(=O)Nc2ccc3oc(=O)ccc3c2)cc1
0%[76.3 µM] | CC(C)NC(=O)Cn1cnc2c(cnn2-c2ccc(F)cc2)c1=O
0% | C=CCN(C(=O)c1csnn1)C(C(=O)NC1CCCCC1)c1ccc(Cl)cc1 (configuration not stated)
-7% | O=C1C(=O)N(CCCN2CCOCC2)C(c2ccc(F)cc2)/C1=C(/O)c1ccccc1 (configuration not stated)
-12%[76.3 µM] | CCOc1ccccc1NC(=S)NCc1ccccc1
5%[76.3 µM] | O=C(NCc1cccnc1)NC(=O)c1ccc(Cl)cc1
-1%[76.3 µM] | O=C(Nc1ccc(F)cc1)c1cc(-c2ccccn2)nc2c(Cl)cccc12
-7%[76.3 µM] | COc1ccc(N2CC(C(=O)Nc3c4c(nn3-c3ccc(OC)cc3)CS(=O)(=O)C4)CC2=O)cc1 (configuration not stated)
1%[76.3 µM] | COC(=O)c1ccc(NC(=S)N2CCN(C(=O)c3ccco3)CC2)cc1
-3%[76.3 µM] | COc1ccc(/C=C/C(=O)NCC(=O)N/N=C(/C)c2ccc(Cl)cc2)cc1
12%[76.3 µM] | CC1=NN(c2ccc(Br)cc2)C(=O)/C1=C/c1ccc(-c2ccccc2C(=O)O)o1
3% | CCOc1ccc(/C=C2\SC(=S)N(CC(=O)NCCCN3CCOCC3)C2=O)cc1
-6% | Cc1cc(NC(=O)CSc2nc3c(C)cccc3cc2C#N)no1
? | Cc1ccc(NC(=O)C2CCCN2S(=O)(=O)c2ccc3nc(-c4ccccc4)[nH]c3c2)cc1C (configuration not stated)
0%[76.3 µM] | CCCCN(C(=O)COC(=O)CSc1cc(C)c2ccccc2n1)c1c(N)n(CCC)c(=O)[nH]c1=O
-1% | Cc1occc1C(=O)N(C)Cc1nc(-c2ccc(Cl)cc2)no1
3%[76.3 µM] | COc1ccc(CN2C(=NC(=O)CCC3CCCC3)SC3CS(=O)(=O)CC32)cc1 (configuration not stated)
-6%[76.3 µM] | C=CCn1c(SCC(=O)Nc2ccccc2OC)nc2c([nH]c3ccccc32)c1=O
1% | CCN1CCN(c2nc3c(C)cccn3c(=O)c2C=C(C#N)C#N)CC1
0%[76.3 µM] | Cc1sc2ncn(CC(=O)NCCCN3CCC(C)CC3)c(=O)c2c1S(=O)(=O)N1CCC(C)CC1
-13%[76.3 µM] | O=C(NCc1n[nH]c(=S)n1-c1ccc(Cl)c(Cl)c1)c1ccco1
-2%[76.3 µM] | COc1ccc(-c2nc(CSCC(=O)NC3CC3)c(C)o2)cc1OC
-1%[76.3 µM] | COc1cc(CNc2ccc3[nH]c(=O)[nH]c3c2)ccc1OCc1ccc(F)cc1
-5% | Nc1ccc(-c2nnc(-c3ccc(N)cc3)o2)cc1
1% | COc1ccccc1N(CC(=O)NCCSCc1ccco1)S(=O)(=O)c1ccccc1
5%[76.3 µM] | CCn1c(Oc2ccccc2C)nc2c1c(=O)n(C)c(=O)n2C
-9%[76.3 µM] | Cc1cc(NC(=O)CSc2nccn2-c2cccc(Cl)c2)no1
-8%[76.3 µM] | COc1ccc(COC(=O)C2=C(C)NC(=O)NC2c2ccc(OC)cc2)cc1 (configuration not stated)
-7% | CC(C)Oc1ccc(Cn2c(=O)oc3ccccc32)cc1
-1% | C=CCNC(=S)N1CCN(c2cc3c(cc2F)c(=O)c(C(=O)O)cn3CC)CC1

Exported as comma-separated lines: 15 of the compounds above
smiles,GAA glycogen
CC1=NN(c2ccc(Br)cc2)C(=O)/C1=C/c1ccc(-c2ccccc2C(=O)O)o1,12%[76.3 µM]
CCOc1ccc(/C=C2\SC(=S)N(CC(=O)NCCCN3CCOCC3)C2=O)cc1,3%
Cc1cc(NC(=O)CSc2nc3c(C)cccc3cc2C#N)no1,-6%
Cc1ccc(NC(=O)C2CCCN2S(=O)(=O)c2ccc3nc(-c4ccccc4)[nH]c3c2)cc1C (configuration not stated),?
CCCCN(C(=O)COC(=O)CSc1cc(C)c2ccccc2n1)c1c(N)n(CCC)c(=O)[nH]c1=O,0%[76.3 µM]
Cc1occc1C(=O)N(C)Cc1nc(-c2ccc(Cl)cc2)no1,-1%
COc1ccc(CN2C(=NC(=O)CCC3CCCC3)SC3CS(=O)(=O)CC32)cc1 (configuration not stated),3%[76.3 µM]
C=CCn1c(SCC(=O)Nc2ccccc2OC)nc2c([nH]c3ccccc32)c1=O,-6%[76.3 µM]
CCN1CCN(c2nc3c(C)cccn3c(=O)c2C=C(C#N)C#N)CC1,1%
Cc1sc2ncn(CC(=O)NCCCN3CCC(C)CC3)c(=O)c2c1S(=O)(=O)N1CCC(C)CC1,0%[76.3 µM]
O=C(NCc1n[nH]c(=S)n1-c1ccc(Cl)c(Cl)c1)c1ccco1,-13%[76.3 µM]
COc1ccc(-c2nc(CSCC(=O)NC3CC3)c(C)o2)cc1OC,-2%[76.3 µM]
COc1cc(CNc2ccc3[nH]c(=O)[nH]c3c2)ccc1OCc1ccc(F)cc1,-1%[76.3 µM]
Nc1ccc(-c2nnc(-c3ccc(N)cc3)o2)cc1,-5%
COc1ccccc1N(CC(=O)NCCSCc1ccco1)S(=O)(=O)c1ccccc1,1%

(listing goes on)
GAA glycogen | Structure
-1%[76.3 µM] | COc1ccc2[nH]cc(CCNC(=O)COc3cc(C)cc4oc(=O)cc(C)c34)c2c1
7% | Cc1ccc[n+](CC(=O)c2ccccc2)c1
3% | COc1ccc(-c2nn3c(=O)c(C)nnc3s2)cc1
2%[76.3 µM] | CC(C)CN1CCC(=O)N(CCSc2ccccc2)CC1
0%[76.3 µM] | C/C(=N\Nc1c(F)c(F)c(Br)c(F)c1F)c1ccncc1
-4% | COc1ccccc1OC(C)C(=O)Nc1ccc(S(=O)(=O)N2CCN(C)CC2)cc1 (configuration not stated)
11%[76.3 µM] | COc1ccc(-c2noc(N3CCC(C(=O)NCCCN4CCCC(C)C4)CC3)n2)cc1 (configuration not stated)

These rows are one share of the data; count on the stated rates, not on these rows.
